RNase H inhibition – RNase H inhibition, HIV 1 Gag Pol polyprotein, FRET biochemical assay, screening (AID 372); HIV-1 RT RNase H, FRET RNA/DNA substrate fluorescence; higher % means a stronger effect; inhibition, % at 10 µM, or IC50 in µM where a hit was titrated; 100,000 tested, 0.77% active; in the data active means inhibition above about 50%
Starred values were filed as active, the others as inactive. An excerpt. The share of hits here may be higher or lower than overall.

SMILES	RNase H inhibition
Cc1ccccc1/C=N/N=C1\NC(=O)C(Cc2cccc([N+](=O)[O-])c2)S1 (stereo not given)	28%
CCOCCOC(=O)C1=C(C)NC(=O)CC1c1cccc(Cl)c1Cl (stereo not given)	0%
CC1(C)CC(=O)C(C=Nc2ccccc2Oc2ccccc2)=C(O)C1	5%
Cc1cccc(C)c1NC(=O)Nc1cccc2ccccc12	3%
O=C(COc1ccccc1[N+](=O)[O-])Nc1ccc(Cl)cn1	0%
COc1cc(/C=C2\C(=O)NC(=S)N(c3ccc(Br)cc3C)C2=O)c([N+](=O)[O-])cc1OC	10%
COc1ccc(OC)c(/C=N/Nc2nc(-c3ccc(Br)cc3)cs2)c1	18%
O=c1oc2c(CN3CCOCC3)c(O)ccc2cc1-c1nc2ccccc2[nH]1	0%
O=C(Nc1ccc2c(c1)OCO2)C(=O)Nc1ccc2c(c1)OCO2	9%
O=C(N=Nc1c(O)n(CN2CCCC2)c2ccccc12)c1cccnc1	0%
CCOCCOC(=O)C1=C(C)NC2=C(C(=O)CC(c3ccc(Cl)cc3)C2)C1c1cc(Br)c(O)c(OCC)c1 (stereo not given)	2%
Cc1ccc(-c2cc(N)n3nc(-c4ccccc4)cc3n2)cc1	0%
N#CC1=C(N)OC2=C(C(=O)CCC2)C1c1ccc(Br)cc1 (stereo not given)	2%
COc1ccc(-n2c(C)cc(/C=C(/C#N)C(=O)Nc3cccc(C)c3)c2C)cc1	8%
Cc1cc(-c2ccccc2)sc1C(=O)/C=C(\O)C(=O)O	21%
O=c1/c(=C/c2ccc([N+](=O)[O-])cc2)c2cccc3cccc1c32	7%
COC(=O)c1ccc(NC(=O)/C=C/c2ccccc2Cl)cc1	14%
CCCNC(=O)c1cc2nc(-c3ccccc3)cc(C(F)(F)F)n2n1	0%
Cc1cccc(/C=C(/C#N)C(=O)Nc2cccc(Br)c2)c1	0%
C=CCOc1ccccc1/C=N/NC(=O)COc1ccc(Cl)cc1	12%
O=C(C=C(Cl)Cl)c1ccc([N+](=O)[O-])cc1	1%
COc1ccc(C2CC(=O)C3=C(C2)Nc2ccccc2NC3c2ccccc2[N+](=O)[O-])cc1OC (stereo not given)	15%
COc1cc(C2/C(=C(\O)c3ccccc3)C(=O)C(=O)N2c2cccc(Cl)c2)ccc1O (stereo not given)	3%
O=C(NCCc1ccccc1)/C(=C/c1ccc(-c2cccc([N+](=O)[O-])c2)o1)NC(=O)c1ccccc1	8%
CCOc1ccc(C2C(C(=O)Nc3cccc(C(F)(F)F)c3)=C(C)NC3=C2C(=O)CCC3)cc1 (stereo not given)	4%
CC(=O)C1=C(O)C(=O)N(c2ccc(Br)cn2)C1c1ccc(F)cc1 (stereo not given)	4%
COc1ccccc1NC(=O)C(=O)N/N=C/c1ccccc1C(F)(F)F	23%
COc1ccc(C(=O)Nc2c(C)ccc3nsnc23)cc1Br	8%
CCOC(=O)C(=CNc1cccc(C)c1)C(=O)OCC	0%
O=C(/C=C/c1ccc(F)cc1)Nc1ccccc1[N+](=O)[O-]	4%

For convenience, part of the list above:
SMILES	RNase H inhibition
COc1ccc(OC)c(/C=N/Nc2nc(-c3ccc(Br)cc3)cs2)c1	18%
O=c1oc2c(CN3CCOCC3)c(O)ccc2cc1-c1nc2ccccc2[nH]1	0%
O=C(Nc1ccc2c(c1)OCO2)C(=O)Nc1ccc2c(c1)OCO2	9%
O=C(N=Nc1c(O)n(CN2CCCC2)c2ccccc12)c1cccnc1	0%
CCOCCOC(=O)C1=C(C)NC2=C(C(=O)CC(c3ccc(Cl)cc3)C2)C1c1cc(Br)c(O)c(OCC)c1 (stereo not given)	2%
Cc1ccc(-c2cc(N)n3nc(-c4ccccc4)cc3n2)cc1	0%
N#CC1=C(N)OC2=C(C(=O)CCC2)C1c1ccc(Br)cc1 (stereo not given)	2%
COc1ccc(-n2c(C)cc(/C=C(/C#N)C(=O)Nc3cccc(C)c3)c2C)cc1	8%
Cc1cc(-c2ccccc2)sc1C(=O)/C=C(\O)C(=O)O	21%
O=c1/c(=C/c2ccc([N+](=O)[O-])cc2)c2cccc3cccc1c32	7%
COC(=O)c1ccc(NC(=O)/C=C/c2ccccc2Cl)cc1	14%
CCCNC(=O)c1cc2nc(-c3ccccc3)cc(C(F)(F)F)n2n1	0%
Cc1cccc(/C=C(/C#N)C(=O)Nc2cccc(Br)c2)c1	0%
C=CCOc1ccccc1/C=N/NC(=O)COc1ccc(Cl)cc1	12%
O=C(C=C(Cl)Cl)c1ccc([N+](=O)[O-])cc1	1%
COc1ccc(C2CC(=O)C3=C(C2)Nc2ccccc2NC3c2ccccc2[N+](=O)[O-])cc1OC (stereo not given)	15%
COc1cc(C2/C(=C(\O)c3ccccc3)C(=O)C(=O)N2c2cccc(Cl)c2)ccc1O (stereo not given)	3%
O=C(NCCc1ccccc1)/C(=C/c1ccc(-c2cccc([N+](=O)[O-])c2)o1)NC(=O)c1ccccc1	8%
CCOc1ccc(C2C(C(=O)Nc3cccc(C(F)(F)F)c3)=C(C)NC3=C2C(=O)CCC3)cc1 (stereo not given)	4%
CC(=O)C1=C(O)C(=O)N(c2ccc(Br)cn2)C1c1ccc(F)cc1 (stereo not given)	4%
COc1ccccc1NC(=O)C(=O)N/N=C/c1ccccc1C(F)(F)F	23%

(continued)
SMILES	RNase H inhibition
CN(C)c1ccc(NC(=O)c2cccc3ccccc23)cc1	2%
CC1=C(C(=O)OC(C)C)C(c2ccc(Cl)c(Cl)c2)N2C(=O)CCSC2=N1 (stereo not given)	4%
O=C(COC(=O)c1cc(-c2ccccc2)nc2ccc(Cl)cc12)c1ccc([N+](=O)[O-])cc1	4%
Cn1cc(C(=O)N/N=C/C=C/c2ccccc2)ccc1=O	6%
CN(C)c1nccc(NCc2ccccc2)c1C#N	0%
O=C(N/N=C/c1ccc(-c2ccc(Cl)cc2)o1)c1ccccc1	2%
CC(NC(=O)CCN1CCOCC1)C1COc2ccccc2O1 (stereo not given)	5%
Cc1sc(NC(=O)c2ccc(Br)o2)c(C(N)=O)c1C	5.5µM*
C#CCOc1c(I)cc(C2Nc3ccc4ccccc4c3C3=C2C(=O)CC(C)(C)C3)cc1OC (stereo not given)	23%
O=C1C(=O)N(c2ccccc2)C(c2ccc(Br)cc2)/C1=C(/O)c1ccccc1 (stereo not given)	16%
COc1cc(NC(=O)c2cc3nc(-c4ccco4)cc(C(F)(F)F)n3n2)cc([N+](=O)[O-])c1	7%
CCCOc1ccc(CN(C)C)cc1CN(C)C	0%
CN1CCN(C(=O)/C(=C\c2ccc(O)cc2)NC(=O)c2ccccc2)CC1	0%
Cc1cccc(-c2nc(-c3cccnc3)no2)c1	27%
COc1ccc(-n2c(=O)c3c4c(sc3n3cnnc23)CCCC4)cc1	3%
C/C(=N\Nc1nnc2c(n1)[nH]c1ccc(C)cc12)c1ccccc1O	24%
CCOc1ccccc1N(CC(=O)NC(C)c1ccccc1)S(=O)(=O)c1ccccc1 (stereo not given)	10%
Cc1cccc(C)c1OCC(=O)NN=Cc1ccc2c(c1)OCO2	11%
O=[N+]([O-])c1ccccc1C=Nc1ccc(Br)cc1	1%
C=CCc1ccc(OCCOc2ccc(/C=C3\SC(=O)NC3=O)cc2OC)c(OC)c1	24%
CCOC(=O)/C(=N/O)C1=NC(C)(C)Cc2cc(OC)c(OC)cc21	5%
COC(=O)C1O[C@@H](n2cnc3c(N)ncnc32)C(O)C1O (stereo not given in full)	4%
CC1=C(C(=O)OCCOc2ccccc2)C(c2ccc(F)c(F)c2)C2=C(CC(C)(C)CC2=O)N1 (stereo not given)	0%
CCCCNCCCOc1cccc(Cl)c1Cl	0%
Cc1ccc(C(=O)Nc2ccc(Cl)cc2C)cc1	0%
Cc1cccc(C(=O)Nc2sc3c(c2C(=O)N(C)C)CCCCC3)c1	0%
O=C(NCCc1ccccc1)C(=O)NCc1ccc2c(c1)OCO2	2%
CCCCc1cc(=O)oc2c(C)c(OCC)ccc12	11%
COc1ccccc1NC(=O)/C(=C/c1ccccc1)c1ccccc1	2%
O=C1NC(=Nc2cccnc2)S/C1=C\c1ccc(Br)cc1	6%
O=C(COc1ccc([N+](=O)[O-])cc1)Nc1ccc(O)cc1C(=O)O	0%
CCOc1cc(/C=C(\C#N)c2nc3ccccc3[nH]2)cc(I)c1OC	18%
O=[N+]([O-])c1cccc(S(=O)(=O)Nc2ccc3c(c2)OCO3)c1	0%
CCOc1ccc(/C=C2/SC(=S)N(CCC(=O)Nc3cccc(C(F)(F)F)c3)C2=O)cc1	37%
CCc1cccc(NC(=O)c2cccc(F)c2)c1	4%
CC1(c2cccs2)CC(c2cccs2)=C(C#N)C(=O)N1 (stereo not given)	2%
Cc1c(C(N)=O)c(N)c(C(=O)c2ccccc2)n1-c1ccccc1	6%
CCOc1ccccc1NC(=O)c1c(NC(=O)c2cccc(F)c2)sc2c1CCC(C)C2 (stereo not given)	3%
O=C1NC(=O)N(Cc2ccco2)C(=O)/C1=C\C=C\c1ccccc1	52%*
O=C(Nc1ccc(N2CCOCC2)cc1)c1cccc(Cl)c1	22%
O=C1NC(=S)N(c2ccc(Br)cc2)C(=O)/C1=C\c1ccc(-c2ccc([N+](=O)[O-])cc2)o1	18%
c1ccc2nc(-c3nc4ccccc4[nH]3)ccc2c1	12%
CCOc1ccccc1NC(=O)CN(c1ccc(OC)cc1)S(=O)(=O)c1ccccc1	0%
O=C(Cc1ccc(Cl)cc1)Nc1ccc(Br)cn1	16%
COc1cc(-c2noc(-c3ccc(F)cc3)n2)cc(OC)c1OC	10%
CCn1c2ccccc2c2cc(NC(=O)c3ccc(C)cc3Cl)ccc21	18%
Cc1c(NC(=O)c2nn3c(C(F)(F)F)c4c(nc3c2Cl)-c2ccccc2CC4)c(=O)n(-c2ccccc2)n1C	6%
N/C(=N\OC(=O)c1ccc(Cl)c([N+](=O)[O-])c1)c1cccc([N+](=O)[O-])c1	0%
COc1ccc(CN2CCN(C(=O)CC(C)C)CC2)c2ccccc12	1%
CC(=O)/C=C(\C)N1N=C(c2ccccc2)CC1c1cccc([N+](=O)[O-])c1 (stereo not given)	13%
(continued)
SMILES	RNase H inhibition
CC(C)OC(=O)C1C(=O)CC(C)(O)C(C(=O)OC(C)C)C1c1ccc(C(C)C)cc1 (stereo not given)	19%
COc1ccc(NC(=O)C2CC(=O)NC(=Nc3ccc(C)cc3)S2)c(OC)c1 (stereo not given)	4%
CC(C)(C)OC(=O)C1C(=O)CC(C)(O)C(C(=O)OC(C)(C)C)C1c1cccc(N)c1 (stereo not given)	18%
Cc1ccc(NS(=O)(=O)c2ccc(C(C)(C)C)cc2)c([N+](=O)[O-])c1	5%
COc1cc([N+](=O)[O-])ccc1NC(=S)NC(=O)c1ccc(Cl)cc1	48%
Oc1ccc2cc(Br)ccc2c1/C=N\Nc1nc(-c2ccccc2)cc(-c2ccccc2)n1	16%
COc1ccc(CC(=O)Nc2ccc(-c3nnc(-c4ccco4)o3)cc2)cc1	23%
S=C(NC1CCCCC1)N1CCN(Cc2ccccc2)CC1	0%
CCOc1cc(C=O)cc(Br)c1OCc1ccc(F)cc1	22%
CCOc1ccc(C2Nc3ccccc3NC3=C2C(=O)CC(c2ccc(OC)cc2)C3)cc1OC (stereo not given)	13%
COc1ccccc1C/C(N)=N/OC(=O)COc1ccc(C)cc1Br	21%
Cc1ccc(-c2nc3ccccc3o2)cc1NC(=O)COc1ccccc1[N+](=O)[O-]	8%
O=C(CSC(=S)N1CCCCC1)c1ccc([N+](=O)[O-])cc1	1%
COC(=O)c1ccc(/C=C2/SC(=S)N(CC(=O)O)C2=O)cc1	7%
COc1nccnc1NS(=O)(=O)c1ccc(N/C=C/C(=O)c2ccccc2)cc1	0%
O=C(CSc1n[nH]c(-c2ccco2)n1)c1ccc(Cl)cc1	5%
Cc1nn(-c2ccccc2)c2c1C(c1ccc(F)cc1)C(C#N)=C(N)O2 (stereo not given)	1%
COc1cc(/C=C2\C(=O)NC(=O)N(c3ccc(Br)c(C)c3)C2=O)cc(OC)c1OC	9%
CCOC(=O)C1=C(C)N=c2s/c(=C/c3ccc(Cl)cc3)c(=O)n2C1c1ccccc1 (stereo not given)	4%
Cc1ccc(-c2nc(N)sc2-c2ccccc2)cc1	4%
Cc1cc(N2C(=O)NC(=O)/C(=C\c3ccc([N+](=O)[O-])o3)C2=O)ccc1Br	20%
N#CCC(=O)NCCCOC(=O)Nc1ccc(Cl)c(Cl)c1	5%
COC(=O)c1ccc(-n2c(C)cc(/C=C3\SC(=S)NC3=O)c2C)cc1	19%
COC(=O)CN(c1ccc(Br)cc1)S(=O)(=O)c1ccc(C)cc1	16%
O=C(Nc1cccc(Br)c1)c1cnccn1	0%
CCOc1ccc(N(Cc2ccc(C(=O)N3CCCC3)cc2)S(=O)(=O)c2ccc(C)cc2)cc1	3%
O=C(CC1Sc2ccc(C(F)(F)F)cc2NC1=O)Nc1ccc(Br)cc1 (stereo not given)	0%
COc1ccc2c(c1)c(=O)oc1cc(OC(C)=O)ccc12	0%
COc1ccc(/C=N/NC(=O)c2cccnc2)cc1	4%
O=C(CSc1nnc(-c2cccc(F)c2)n1-c1ccccc1)NCc1ccccc1	0%
O=c1oc(-c2cccc(F)c2)nc2c1cnn2-c1ccccc1	12%
COc1ccccc1OCCOCCOc1cccc(Br)c1	20%
O=C(Cc1ccccc1)N1N=C(c2ccc(Br)cc2)CC1(O)C(F)(F)F (stereo not given)	20%
O=C(N=Nc1c(O)n(CN2CCCCCC2)c2ccccc12)c1ccncc1	0%
O=C(Nc1cccc(Cl)c1Cl)c1ccc(CN2CCc3ccccc3C2)cc1	0%
CCOC(=O)c1sc(NC(=O)COc2ccc(CC)cc2)c(C(=O)OCC)c1C	2%
Cc1ccccc1NC1=NC2(CCCCC2)N=C(N)N1	0%
CCOC(=O)c1sc(NC(=O)c2cccc3ccccc23)nc1C	17%
COc1ccc(/C=C/C(=O)NCc2ccccn2)cc1	8%
COc1ccc(N/N=C(/C#N)C(=N)N2CCCCCC2)cc1	4%
COc1ccc(Cl)cc1NC(=O)CSCc1cccc(Br)c1	11%
O=C(Oc1ccc([N+](=O)[O-])cc1)c1ccc(Cl)c(S(=O)(=O)N2CCOCC2)c1	0%
CC(=O)Oc1ccc(NC(=O)CC2SC(N)=NC2=O)cc1 (stereo not given)	0%
CC(=O)c1cccc(NC(=O)C(Sc2ccccc2)c2ccccc2)c1 (stereo not given)	8%
C=CCSc1nc(-c2ccccc2)cc(-c2ccccc2)c1C#N	15%
O=C(O)C1C2C=CC3(CN(CC(O)COc4ccccc4)C(=O)C13)O2 (stereo not given)	8%
O=[N+]([O-])c1ccc(-n2ncnc2-c2ccc(Br)cc2)c(Cl)c1	8%

Assay outcomes as filed in PubChem BioAssay.
